Screening data from PubChem.
Bcl-B Bim block: disrupts Bim peptide binding to human Bcl-B; inhibition, % at 10 µM; bead-based flow cytometry; 0.073% of 190,000 active;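 further: 0% = tracer peptide without compound and 100% = reference inhibitor peptide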
Target sequence (Q9HD36 whole entry, looked up): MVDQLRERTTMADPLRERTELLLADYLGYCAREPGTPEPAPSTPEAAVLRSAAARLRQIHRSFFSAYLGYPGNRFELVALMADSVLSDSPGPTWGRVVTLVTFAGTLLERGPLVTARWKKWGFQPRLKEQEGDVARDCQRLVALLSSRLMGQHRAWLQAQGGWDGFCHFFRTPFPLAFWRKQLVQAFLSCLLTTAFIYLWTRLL
Bfl-1 Bim block: inhibitors of Bim-Bfl-1 interaction, human. AID 1008. Bead-based flow cytometry, Bim-Bfl-1 binding inhibition. 0.12% of 190,000 active. inhibition, % at 10 µM;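 further: 0% = wells without compound plus tracer and 100% = blocker peptide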
Rab2 wt GTP: changes GTP binding to wildtype dog Rab2A, up or down. P61105. GST-Rab2 wt beads, Bodipy-GTP binding, flow cytometry. GTP binding activity, % at 10 µM. 0.19% of 190,000 active;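 active means GTP binding activity at least 20 points away from 100%, either lowered or raised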;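 further: 0% = beads with excess unlabeled GTP and 100% = no-compound control corrected for plate trend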
Cdc42 wt GTP: modulators (inhibitors or activators) of GTP binding to human Cdc42 wildtype. P60953. percent activity (GTP binding), % at 10 µM. 0.2% of 190,000 active. AID 761. GST-Cdc42 beads, Bodipy-GTP binding, flow cytometry; actives lie on both sides;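 active means percent activity GTP binding at least 20 points away from the 100% baseline, either down as inhibitor or up as activator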;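 further: median bead fluorescence of bound Bodipy-FL-GTP at 100 nM; 0% = excess unlabeled GTP control and 100% = no compound control; below 100% means less GTP binding so inhibitor and above means activator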
Target sequence (P60953 whole entry, looked up): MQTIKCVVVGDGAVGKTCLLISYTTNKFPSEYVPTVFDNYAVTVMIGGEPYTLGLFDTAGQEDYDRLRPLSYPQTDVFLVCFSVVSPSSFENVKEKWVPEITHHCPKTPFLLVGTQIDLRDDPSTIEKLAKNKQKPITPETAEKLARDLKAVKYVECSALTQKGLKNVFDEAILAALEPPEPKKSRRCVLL
Bim-Bcl-2: human Bim-Bcl-2 interaction inhibition; 0.06% of 190,000 active; Bead-based flow cytometry, Bim peptide-Bcl-2 binding; AID 950; inhibition, % at 10 µM; in the data active means inhibition above about 40%;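 further: 0% = no compound wells with probe peptide and 100% = reference peptide inhibitor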
Target sequence (P10415 whole entry, looked up): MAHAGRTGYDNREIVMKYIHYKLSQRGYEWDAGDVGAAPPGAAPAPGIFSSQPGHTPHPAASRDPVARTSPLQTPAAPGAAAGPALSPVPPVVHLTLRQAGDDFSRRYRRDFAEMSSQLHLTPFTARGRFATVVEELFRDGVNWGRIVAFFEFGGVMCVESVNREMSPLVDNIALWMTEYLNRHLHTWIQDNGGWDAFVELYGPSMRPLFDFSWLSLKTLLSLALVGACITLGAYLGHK
Rab7 wt modul: modulators of GTP binding to dog Rab7 wildtype GTPase. AID 758. GST-Rab7 beads, fluorescent GTP binding, flow cytometry; actives lie on both sides; untreated = 100%, excess cold GTP = 0%. 0.055% of 190,000 active. GTP binding activity (percent of control), % at 10 µM;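 active means fluorescent GTP binding to Rab7 beads changed by at least 20 points from the 100% baseline, either direction, mostly lower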;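 further: median green fluorescence of bound Bodipy-FL-GTP per Rab7 bead population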
Bim-Bcl-XL: human Bim-Bcl-XL interaction inhibition; Q07817; Bim peptide-Bcl-XL binding, bead flow cytometry, fluorescence; inhibition, % at 10 µM; 0.04% of 190,000 active; AID 1007
Target sequence (Q07817 whole entry, looked up): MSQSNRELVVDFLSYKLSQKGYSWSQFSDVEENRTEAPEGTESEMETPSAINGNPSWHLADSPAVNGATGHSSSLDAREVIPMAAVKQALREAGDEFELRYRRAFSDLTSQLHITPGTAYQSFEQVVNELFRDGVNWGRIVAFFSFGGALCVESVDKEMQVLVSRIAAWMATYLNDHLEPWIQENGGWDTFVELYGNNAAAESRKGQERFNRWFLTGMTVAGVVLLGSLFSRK
Bim-Bcl-W: human Bim-Bcl-W interaction inhibition | AID 952 | inhibition, % at 10 µM | Q92843 | bead-based flow cytometry, Bim peptide-Bcl-W binding | 0.02% of 190,000 active;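 further: 0% = bound tracer without compound and 100% = peptide blocker; higher means less fluorescent Bim peptide bound to Bcl-W beads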
HRas wt GTP: human HRas wildtype GTP binding, change in either direction. GTP binding activity, % at 10 µM. AID 759. GST-Ras wt beads, Bodipy-FL-GTP binding, flow cytometry; actives lie on both sides. 0.14% of 190,000 active;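 active means GTP binding activity at least 20% away from the 100% baseline, either lowered as inhibitor or raised as activator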;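 further: 0% = unlabeled GTP competition control and 100% = no-compound control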
Rac1 act GTP bind: alters GTP binding to activated mutant human Rac1. P63000. GST-Rac1 activated beads, fluorescent GTP binding, flow cytometry; actives lie on both sides; 100% means binding = to untreated wells. percent activity (GTP binding), % at 10 µM. 0.11% of 190,000 active;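 active means GTP binding at least 20 percentage points away from the 100% baseline, in either direction, so actives lie on both sides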
Rac1 wt modul: alters GTP binding to wildtype human Rac1. GST-Rac1 beads, fluorescent GTP binding, flow cytometry; actives lie on both sides; 0 = cold GTP competed, 100 = untreated. 0.27% of 190,000 active. AID 757. GTP binding activity (% of control), % at 10 µM;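 active means GTP binding activity at least 20 points away from the 100% control level, either lower or higher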
* hit, by the source's call. Unless noted, no stated cut-off is given here; in the data, active means inhibition above about 40%. An unsorted share of the library; about 0.62% have a hit in one of these screens.

Bim-Bcl-W,Bim-Bcl-XL,Rab2 wt GTP,Rac1 act GTP bind,Bim-Bcl-2,Rac1 wt modul,Rab7 wt modul,Bfl-1 Bim block,Cdc42 wt GTP,HRas wt GTP,Bcl-B Bim block,compound
0.0,0.0,99.0,98.0,0.0,100.0,98.0,0.0,98.0,97.0,-10.0,CNC(=O)Nc1ccc2nc(C)sc2c1
-6.0,-11.0,97.0,96.0,-10.0,99.0,97.0,-16.0,95.0,98.0,-8.0,COc1ccc(OC)c(NC(=O)C(=O)NNC(=O)c2cccs2)c1
-3.0,-13.0,91.0,90.0,-5.0,90.0,88.0,-10.0,93.0,91.0,-12.0,COc1ccc(C(=O)NC(=S)Nc2ccc([N+](=O)[O-])cc2C)cc1OC
-2.0,-1.0,93.0,91.0,-5.0,95.0,95.0,-4.0,94.0,95.0,-4.0,Cc1nn(-c2ccccc2)c(Cl)c1C(=O)Nc1nnc(C2CCCCC2)s1
-4.0,-5.0,97.0,97.0,-2.0,102.0,105.0,-5.0,99.0,98.0,-3.0,CC(N=C1NS(=O)(=O)c2ccccc21)C(=O)N1CCc2ccccc2C1 (stereo not given)
-1.0,-18.0,92.0,94.0,-10.0,97.0,95.0,-11.0,100.0,97.0,-8.0,COc1cccc(C(=O)OCn2nnc3ccccc3c2=O)c1
-6.0,-9.0,101.0,102.0,-1.0,99.0,97.0,-4.0,99.0,99.0,0.0,O=C(CCC(=O)c1ccc(F)cc1)Nc1ccccc1Cl
0.0,3.0,100.0,99.0,-2.0,102.0,97.0,0.0,97.0,98.0,0.0,O=C(CSc1ncccn1)NCc1ccccc1Cl
-2.0,-1.0,100.0,98.0,-5.0,104.0,107.0,-3.0,98.0,102.0,0.0,COC(=O)CCSCC(=O)N1N=C(c2ccc(Br)cc2)CC1c1cccc(OC)c1OC (stereo not given)
-1.0,-1.0,97.0,95.0,-3.0,99.0,97.0,-6.0,98.0,97.0,-5.0,COC(=O)C(C)(C)ONC(=O)Nc1ccccc1Cl
-2.0,-5.0,95.0,96.0,-6.0,94.0,99.0,0.0,95.0,95.0,-2.0,C=CCN(CC=C)C(=O)Cc1ccc(F)cc1
-2.0,0.0,105.0,101.0,1.0,103.0,102.0,-3.0,105.0,105.0,-2.0,CS(=O)(=O)N1CCN(c2ccccc2NC(=O)c2ccc(Br)o2)CC1
-2.0,-4.0,100.0,100.0,-9.0,105.0,101.0,-9.0,99.0,101.0,-8.0,Oc1ccc2ccccc2c1CN1CCN(c2ccccc2)CC1
0.0,0.0,98.0,96.0,1.0,96.0,94.0,0.0,96.0,97.0,-2.0,Cc1ccc(CCNC(=O)C2CCCN(C(=O)N(C)C)C2)cc1 (stereo not given)
2.0,-5.0,96.0,97.0,-8.0,103.0,97.0,-17.0,97.0,97.0,-13.0,Cc1nc(-c2cccc(S(=O)(=O)N3CCC(C)CC3)c2)cs1
0.0,-4.0,97.0,98.0,-2.0,98.0,101.0,-1.0,98.0,99.0,-4.0,COc1ccccc1C1CC(=O)n2c(nc(-c3ccccc3)c2-c2ccccc2)S1 (stereo not given)
28.0,29.0,97.0,98.0,22.0,103.0,97.0,43.0*,101.0,97.0,-14.0,O=C1c2ccccc2-c2onc3c(Oc4ccccc4)cc(O)c1c23
-2.0,-1.0,111.0,108.0,0.0,113.0,106.0,1.0,116.0,110.0,-5.0,CC(C)(C)C(=O)Nc1ccc2c(c1)-c1cc(NC(=O)C(C)(C)C)ccc1C2
0.0,-2.0,92.0,92.0,5.0,92.0,92.0,6.0,95.0,91.0,1.0,CC(=O)n1nc(-c2ccccc2)nc1NCc1ccc(N(C)C)cc1
2.0,-1.0,100.0,101.0,0.0,106.0,99.0,-6.0,106.0,102.0,-5.0,Cc1nnc(NC(=O)C2CCN(c3cnccn3)CC2)s1

Single entries from the results shown.
Rac1 wt modul with COc1ccccc1C1CC(=O)n2c(nc(-c3ccccc3)c2-c2ccccc2)S1 (stereo not given) = 98.0
Bim-Bcl-2 with O=C1c2ccccc2-c2onc3c(Oc4ccccc4)cc(O)c1c23 = 22.0

Additional entries follow:
Bim-Bcl-W,Bim-Bcl-XL,Rab2 wt GTP,Rac1 act GTP bind,Bim-Bcl-2,Rac1 wt modul,Rab7 wt modul,Bfl-1 Bim block,Cdc42 wt GTP,HRas wt GTP,Bcl-B Bim block,compound
-3.0,-3.0,101.0,98.0,0.0,106.0,99.0,0.0,100.0,102.0,-1.0,COC(=O)C/C=C/[C@@H](C)[C@@H](/C=N/OC[C@H]1O[C@H](c2ccccc2)C=C[C@@H]1Oc1ccc(OC)cc1)NS(=O)(=O)c1ccc(C)cc1
-6.0,-4.0,105.0,98.0,-7.0,108.0,105.0,-7.0,105.0,103.0,-4.0,C=C(C)CN(CC)C(=O)CSc1nc2ncc(Cl)cc2[nH]1
-6.0,-5.0,95.0,94.0,-2.0,94.0,99.0,-4.0,93.0,98.0,-4.0,COc1ccc(C(C)=O)cc1COc1ccccc1[N+](=O)[O-]
-1.0,-7.0,94.0,93.0,-13.0,94.0,96.0,-11.0,96.0,96.0,-12.0,COc1cccc(-c2ccc(-c3noc(-c4ccccc4F)n3)c(OC)n2)c1
2.0,5.0,98.0,96.0,-2.0,99.0,99.0,0.0,97.0,97.0,-10.0,O=C(NCC1CCCCC1)c1cc(S(=O)(=O)N2CCCCC2)ccc1N1CCOCC1
-1.0,0.0,100.0,98.0,4.0,104.0,102.0,4.0,103.0,104.0,-2.0,N#Cc1cc2c(nc1SCc1ccccc1)CCC2
-1.0,-4.0,97.0,96.0,-6.0,98.0,104.0,-7.0,99.0,97.0,-8.0,COc1cc(Cl)c(C)cc1NC(=O)c1cccc(OC)c1OC
0.0,0.0,98.0,99.0,-1.0,99.0,97.0,-2.0,100.0,99.0,0.0,COC(=O)c1cccc(S(=O)(=O)N2CCC(NC(=O)NC34CC5CC(CC(C5)C3)C4)CC2)c1
1.0,4.0,94.0,94.0,1.0,95.0,97.0,2.0,95.0,95.0,2.0,CCOc1ccc(Cl)cc1S(=O)(=O)NCc1ccccn1
0.0,-5.0,90.0,91.0,-2.0,98.0,98.0,-4.0,94.0,94.0,-9.0,Oc1c(Cl)cc(Cl)cc1CNn1cnnc1
-2.0,-4.0,98.0,96.0,0.0,101.0,99.0,-3.0,104.0,99.0,0.0,CC(=O)OC(CC(=O)O)C[N+](C)(C)C (stereo not given)
-8.0,-5.0,99.0,99.0,2.0,102.0,97.0,4.0,98.0,97.0,-13.0,C#CCOc1nc(C)cc(C)c1S(=O)(=O)c1ccccc1C
2.0,4.0,101.0,97.0,-4.0,101.0,105.0,-1.0,100.0,101.0,1.0,CCOC(=O)c1sc(C)c2c(=O)n(Cc3ccc(Cl)cc3)cnc12
-3.0,-12.0,94.0,92.0,0.0,92.0,97.0,-1.0,95.0,94.0,-1.0,CS(=O)(=O)N1CCN(C(=O)c2cc(-c3ccncc3)nc3ccc(Cl)cc23)CC1
0.0,-8.0,98.0,97.0,-1.0,101.0,100.0,-1.0,98.0,100.0,-44.0,Cc1ccc(-n2c(-c3c(-c4ccccc4)noc3C)n[nH]c2=S)cc1
10.0,14.0,99.0,97.0,9.0,100.0,99.0,5.0,98.0,96.0,8.0,O=C(COC(=O)c1cc(=O)[nH]c(=O)[nH]1)NCc1ccccc1
-5.0,-10.0,98.0,99.0,-7.0,106.0,102.0,-3.0,102.0,100.0,-9.0,Nc1nonc1-n1nnc(C(=O)N/N=C/c2ccccc2)c1CSc1ccc(Cl)cc1
0.0,-1.0,92.0,92.0,-2.0,91.0,91.0,0.0,96.0,94.0,1.0,O=C1CCSc2ccc(Cl)cc2N1Cc1cccc(Cl)c1
0.0,1.0,99.0,97.0,-1.0,103.0,101.0,-2.0,101.0,100.0,-2.0,O=C(NCCc1ccc(Cl)cc1)C1CCC(=O)N1Cc1ccc(F)cc1 (stereo not given)
-2.0,-3.0,104.0,101.0,-1.0,103.0,100.0,-1.0,105.0,105.0,-1.0,O=C(CSc1nc2ccccc2n1CC(=O)N1CCCC1)NCc1ccc2c(c1)OCO2
1.0,-3.0,101.0,101.0,-1.0,104.0,99.0,0.0,103.0,102.0,-2.0,O=S(NC1CCCCC1)C12CC3CC(CC(C3)C1)C2 (stereo not given)
10.0,5.0,95.0,94.0,-1.0,94.0,98.0,1.0,93.0,95.0,0.0,Cc1nnc(N(C)C(=O)c2ccc3c(c2)OCO3)s1
-7.0,-11.0,98.0,97.0,-10.0,102.0,99.0,-13.0,100.0,98.0,-13.0,COc1cccc(C(c2c(NC(=O)c3ccccc3)sc(C)c2C)N2CCN(C)CC2)c1 (stereo not given)
-2.0,-5.0,95.0,90.0,10.0,99.0,99.0,-2.0,95.0,96.0,-4.0,CC(=O)Oc1ccc(Cn2cnc3cc4ccccc4cc32)cc1
-4.0,-8.0,101.0,101.0,-6.0,105.0,100.0,-8.0,100.0,101.0,-9.0,O=C1c2ccccc2C(Nc2cccnc2)N1Cc1ccccc1Cl (stereo not given)
-3.0,-2.0,99.0,96.0,0.0,98.0,106.0,-6.0,97.0,98.0,-3.0,Cc1cc(C(=O)CC#N)c(C)n1-c1c(C)n(C)n(-c2ccccc2)c1=O

Structures listed so far shown as hits in Bfl-1 Bim block.
Bim-Bcl-W,Bim-Bcl-XL,Rab2 wt GTP,Rac1 act GTP bind,Bim-Bcl-2,Rac1 wt modul,Rab7 wt modul,Bfl-1 Bim block,Cdc42 wt GTP,HRas wt GTP,Bcl-B Bim block,compound
28.0,29.0,97.0,98.0,22.0,103.0,97.0,43.0*,101.0,97.0,-14.0,O=C1c2ccccc2-c2onc3c(Oc4ccccc4)cc(O)c1c23
